# TrxR1 substrate: rat thioredoxin reductase 1 substrate activity; O89049; purified TrxR1 substrate turnover, NADPH consumption readout; Potency, µM (top dose mostly 114 µM), inactives show at the top dose activity change, negative = substrate turnover; actives 0.01% (n = 390,000); AID 588456; further: potency means the concentration at half of the fitted maximal effect; on the % scale 0 is the no-effect control and ±100 the full control effect; nearly all actives have a fitted effect of over 50% in size
#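 Rat TrxR1, dispensed at 90 nM, was prereduced with 400 uM NADPH (final) for 5 min at ~22 deg C, then incubated with compound 15 min before 400 uM selenite. A first-read NADPH fluorescence drop versus no-compound background flagged substrates.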
# Vif-APOBEC3F blk: inhibitors of Vif-A3F interaction; HeLa A3F-eYFP + Vif (tagged APOBEC3F with the HIV-1 protein that degrades it), YFP fluorescence increase; Potency, µM (titrated, usually from 46.1 µM), for the others: top-dose activity, negative = active; actives 0.2% (n = 390,000); AID 602313; further: potency means the concentration at half of the fitted maximal effect; % of control where 0% means no effect; nearly all actives have a fitted effect of over 65% in size
#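 Fluorescence increase (Ex 488/Em 500-530) after overnight compound treatment at 37 deg C flags inhibition of Vif-driven A3F-eYFP loss in stable HeLa A3F-eYFP/Vif cells seeded overnight beforehand.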
# LDHA inh: inhibitors of human lactate dehydrogenase A. P00338. purified LDHA, NADH/diaphorase-resazurin fluorescence; stronger effect = lower value. activity change, % (values are at about 110 or 230 µM). actives 0.15% (n = 480,000). AID 1347041; in the data active means activity change below about -30%; inconclusive means mostly about -25% to -30%;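 further: plate controls were DMSO wells for no effect and wells without enzyme for full effect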
#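 Resorufin fluorescence (ex540/em590), read at 0 and 20 min after diaphorase/resazurin addition, reports the NADH left after a 5 min room-temperature reaction of 2 nM human LDH5 with 0.06 mM NADH and 0.2 mM pyruvate.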
# RGS4 inhibitor: inhibitors of human regulator of G protein signaling 4; Transcreener GDP fluorescence polarization, RGS4-accelerated GTP hydrolysis; Potency, µM (top dose mostly 114 µM), inactives show at the top dose activity change, negative = inhibition, hits mostly inhibitors; actives 0.039% (n = 390,000); P49798; further: potency means the concentration at half of the fitted maximal effect; on the % scale 0 is the no-effect control and ±100 the full control effect; nearly all actives have a fitted effect of over 75% in size; some results filed as inactive show a strong effect at the top dose
# Target sequence (P49798 whole entry, looked up): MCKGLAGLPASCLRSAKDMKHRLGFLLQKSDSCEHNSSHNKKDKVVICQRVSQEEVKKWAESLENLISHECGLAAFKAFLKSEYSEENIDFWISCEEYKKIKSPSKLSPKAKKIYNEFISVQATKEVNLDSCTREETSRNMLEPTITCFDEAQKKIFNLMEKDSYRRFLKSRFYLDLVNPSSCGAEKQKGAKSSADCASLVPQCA
#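 MLSMR compounds (23 nl, pin-transferred) preincubated 10 min at room temperature with a 500nM (2x) first reagent, then RGS4 at 900nM (2x) plus Transcreener GDP mix added; fluorescence polarization (620/688 nm) read before and after 90 min at 30 °C.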
# USP1 inh: USP1/UAF1 (human) deubiquitinase inhibition; recombinant USP1/UAF1, Ub-Rhodamine cleavage fluorescence; O94782; Potency, µM (titrated, usually from 57.1 µM), without a hit: at the highest dose activity change, negative = inhibition, most hits filed as inhibitors; actives 0.23% (n = 390,000); further: potency means the concentration at half of the fitted maximal effect; on the % scale 0 is the no-effect control and ±100 the full control effect; nearly all actives have a fitted effect of over 60% in size; inactives centre near -12
# Target sequence (O94782 whole entry, looked up): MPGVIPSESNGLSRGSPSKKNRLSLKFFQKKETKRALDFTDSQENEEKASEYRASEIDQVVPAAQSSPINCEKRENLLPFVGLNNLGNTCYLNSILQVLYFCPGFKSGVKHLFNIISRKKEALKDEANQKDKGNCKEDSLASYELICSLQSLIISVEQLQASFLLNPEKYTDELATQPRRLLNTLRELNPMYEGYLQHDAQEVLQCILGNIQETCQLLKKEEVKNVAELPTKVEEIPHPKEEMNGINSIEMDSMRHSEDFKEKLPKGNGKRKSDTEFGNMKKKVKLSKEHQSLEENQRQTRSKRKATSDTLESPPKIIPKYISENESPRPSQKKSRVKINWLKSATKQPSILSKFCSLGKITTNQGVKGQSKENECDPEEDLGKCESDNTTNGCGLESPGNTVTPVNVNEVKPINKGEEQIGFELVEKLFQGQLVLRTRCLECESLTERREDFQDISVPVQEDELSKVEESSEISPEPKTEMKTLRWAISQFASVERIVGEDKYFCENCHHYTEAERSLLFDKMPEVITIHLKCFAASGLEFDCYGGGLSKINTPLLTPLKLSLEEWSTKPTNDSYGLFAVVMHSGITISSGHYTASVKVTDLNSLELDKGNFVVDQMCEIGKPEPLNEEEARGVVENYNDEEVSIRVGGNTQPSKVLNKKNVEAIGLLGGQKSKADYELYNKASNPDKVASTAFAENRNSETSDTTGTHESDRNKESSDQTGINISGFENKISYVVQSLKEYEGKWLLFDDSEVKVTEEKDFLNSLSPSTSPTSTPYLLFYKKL
#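 USP1/UAF1 complex (1 nM) preincubated 15 min at room temperature with compound, then Ub-Rho substrate (150 nM final) added. Kinetic fluorescence at 480/540 nm over 6 reads at 60 s intervals; 50 mM HEPES pH 7.8, 0.5 mM EDTA, 0.1 mg/ml BSA, 1 mM TCEP, 0.01% Tween-20.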
# GRP78 ERSR act: ER stress response induction in glioma; U87-MG GRP78 promoter luciferase reporter, 16 h; Potency, µM, for the others: top-dose activation, actives largely listed as activators; actives 0.02% (n = 420,000); AID 602332; further: potency means the concentration at half of the fitted maximal effect; series mostly up to about 76 µM; % of control where 0% means no effect; nearly all actives have a fitted effect of over 35% in size
#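 Stably transfected U87-MG glioma cells carrying a GRP78-based luciferase sensor; 16 h compound incubation. Luminescence end-point read 10 min after Bright-Glo addition at room temperature.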
# Vif-A3G inh: inhibitors of Vif-APOBEC3G interaction; actives 0.076% (n = 410,000); HeLa A3G-eYFP + Vif (tagged APOBEC3G with the HIV-1 protein that degrades it), YFP fluorescence, overnight; Q9HC16; Potency, µM (series often up to 46.1 µM), for the others: at the top dose activity, negative = active, usual class: inhibitors;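 further: potency means the concentration at half of the fitted maximal effect; on the % scale 0 is the no-effect control and ±100 the full control effect; nearly all actives have a fitted effect of over 60% in size; hits raise eYFP signal because A3G escapes Vif-driven loss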
#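 HeLa cells stably expressing Vif and C-terminally eYFP-tagged A3G, seeded overnight at 37 deg C, then exposed to compound by pintool overnight at 37 deg C. Rise in yellow fluorescence (Ex 488/Em 500-530, Acumen) marks blocked Vif-driven A3G degradation.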
# mIDH1 inhibitor: inhibitors of human mutant IDH1 R132H. AID 602179. actives 0.093% (n = 390,000). O75874. Potency, µM (doses to about 76.6 µM), for the others: top-dose activity change, negative = inhibition, actives largely listed as inhibitors. IDH1-R132H enzyme, NADPH consumption, diaphorase/resazurin fluorescence; further: potency means the concentration at half of the fitted maximal effect; on the % scale 0 is the no-effect control and ±100 the full control effect; nearly all actives have a fitted effect of over 65% in size
#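 IDH1-R132H (0.5 ug/mL) preincubated 30 min with compound, then NADPH (0.016 mM) and alpha-KG (2 mM) added; 80 min at RT, pH 7.5. Remaining NADPH coupled via diaphorase/resazurin to fluorescence (540/590 nm); concentration-response curves normalized to no-enzyme control.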
# rTrxR1 inhibitor: blocks rat thioredoxin reductase 1. O89049. actives 1% (n = 390,000). Potency, µM (titrated, usually from 114 µM), for the others: at the top dose activity change, negative = inhibition, hits mostly inhibitors. recombinant rTrxR1, NADPH fluorescence consumption, selenite substrate; further: potency means the concentration at half of the fitted maximal effect; on the % scale 0 is the no-effect control and ±100 the full control effect; nearly all actives have a fitted effect of over 65% in size
#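 Rat TrxR1 (90 nM in the dispensed reagent) was pre-reduced with 400 uM NADPH for 5 min at room temperature, then incubated with compound for 15 min. After 400 uM selenite was added, NADPH fluorescence (Ex 340/Em 450 nm) was followed for 8 min.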
# The depositor's hits bear a star; ? = inconclusive; / = no result given; [ ] = remark or other dose. Unless noted, the call rests on the fitted dose curve; in most records, active means well fitted curve in the direction sought with a large enough effect; inconclusive means small, poorly fitted or top-dose-only effect, or another doubt; inactive means no such curve, though single readings can be large; an effect the other way counts as inactive or inconclusive. A portion of the library (hit frequency here may not be typical).
# Values in the order: TrxR1 substrate | Vif-APOBEC3F blk | LDHA inh | RGS4 inhibitor | USP1 inh | GRP78 ERSR act | Vif-A3G inh | mIDH1 inhibitor | rTrxR1 inhibitor
COc1ccc(NC(=O)C2CCCN2S(=O)(=O)c2cccc3cccnc23)c(OC)c1 (stereo not given)
    3% | 1% | -4 | 1% | -16% | -4% | 2% | 10% | 11%
O=C(C[n+]1ccccc1)N/N=C/c1ccc(Cl)cc1
    7% | 6% | -15 | -1% | -20% | -5% | 1% | -3% | 24%
O=C(O)c1ccc(COc2c(F)c(F)cc(F)c2F)cc1
    -5% | 6% | -5 | 3% | -3% | 1% | 0% | 5% | -2%
CCOc1ccc(NS(=O)(=O)c2ccc3c(c2)NC(=O)CCS3)cc1
    -7%[57.1 µM] | -3% | -7 | 2% | -6% | -4% | -5% | -8% | 14%[57.1 µM]
Cc1ccc([C@H]2C[C@@H](n3cc(COC(=O)c4ccccc4)nn3)[C@H](O)CN2C(=O)c2cccs2)cc1
    / | -3% | -16 | / | -11% | -1% | -7% | -8% | /
Cc1c(C(=O)Nc2cccc(C(F)(F)F)c2)oc2ccc(S(=O)(=O)N3CCOCC3)cc12
    14% | -5% | -4 | -5% | -21% | -8% | -1% | 0% | 39%[activator]
CC1CC(N(C(=O)c2ccc(Cl)cc2)c2ccccc2)c2ccccc2N1C(=O)c1ccco1 (stereo not given)
    0%[57.1 µM] | -11% | -3 | 9% | -17% | -6% | -5% | -4% | -14%
COc1ccc(-n2c(=S)[nH]c3cc(C(=O)N(C)Cc4ccccc4)ccc3c2=O)cc1
    6%[57.1 µM] | 0% | -9 | -3% | -18% | -2% | 2% | -1% | 1%[57.1 µM]
COCCNC(=S)N=Nc1c(O)[nH]c2ccc([N+](=O)[O-])cc12
    2% | -9% | 5 | -13% | -16% | 1% | 5% | 0% | 8%
CCNC(=O)C1CN(S(=O)(=O)c2ccccc2)CCN1S(=O)(=O)c1ccccc1 (stereo not given)
    4%[57.1 µM] | -2% | -5 | 21% | -6% | 1% | -1% | 2% | 8%[57.1 µM]
Cc1cccc(OCc2cc(=O)n3c(-c4ccccc4)csc3n2)c1C
    4% | -7% | 7 | -16% | -21% | 1% | 4% | 18% | 2%
COc1ccccc1NS(=O)(=O)c1cccc(NS(=O)(=O)c2ccc(Cl)c(C(=O)O)c2)c1
    -6% | 7% | -7 | -5% | -10% | -6% | -1% | 12% | -14%
COC(=O)CN(c1ccc(C)cc1)S(=O)(=O)c1ccc(F)cc1
    4% | ? | -5 | 4% | -25% | -5% | -5% | 16% | 17%
CCc1nnc2c(Nc3cc(OC)c(Cl)cc3OC)nc3ccccc3n12
    0% | 4% | 3 | -37% | ? | -4% | -1% | 9% | 7%
O=C(CNc1ccc(C(F)(F)F)cc1[N+](=O)[O-])OCC(=O)c1ccccc1
    -8% | 0% | -10 | 29% | -12% | -4% | 1% | 0% | 12%[57.1 µM]
O=C(CN1CCC(c2nc3ccccc3[nH]2)CC1)Nc1ccc2c(c1)OCO2
    4%[57.1 µM] | 1% | -1 | 0% | -1% | -2% | 1% | 0% | 27%[57.1 µM]
CCc1ccc(C(=O)c2cn(CC(=O)Nc3ccc4c(c3)OCCO4)c3ccc(CC)cc3c2=O)cc1
    4% | -8% | 3 | -2% | -24% | -2% | -5% | 15% | 15%
Cc1ccc(S(=O)(=O)N(C)C)cc1NC(=O)Cn1c(CN2CCOCC2)nc2ccccc2c1=O
    6% | -8% | -1 | 12% | -18% | -3% | 6% | 9% | 20%
CCc1nc2nc(C)c(NS(=O)(=O)c3ccc(F)cc3)c(=O)n2[nH]1
    6%[57.1 µM] | 4% | -5 | 23% | -3% | -3% | 1% | -7% | 9%[57.1 µM]
Cc1ccccc1Nc1nc(N)nc(CN2C(=O)NC3(CCCCC3C)C2=O)n1 (stereo not given)
    -2%[57.1 µM] | -3% | 1 | -10% | -8% | -3% | -1% | -2% | 22%[57.1 µM]

# As entered above:
# Cc1ccc(S(=O)(=O)N(C)C)cc1NC(=O)Cn1c(CN2CCOCC2)nc2ccccc2c1=O | Vif-A3G inh: 6%
# COc1ccccc1NS(=O)(=O)c1cccc(NS(=O)(=O)c2ccc(Cl)c(C(=O)O)c2)c1 | Vif-APOBEC3F blk: 7%
# Cc1cccc(OCc2cc(=O)n3c(-c4ccccc4)csc3n2)c1C | mIDH1 inhibitor: 18%
# Cc1ccccc1Nc1nc(N)nc(CN2C(=O)NC3(CCCCC3C)C2=O)n1 (stereo not given) | GRP78 ERSR act: -3%
# CCc1nnc2c(Nc3cc(OC)c(Cl)cc3OC)nc3ccccc3n12 | Vif-A3G inh: -1%

# Reformatted: results already given.
Compound	TrxR1 substrate	Vif-APOBEC3F blk	LDHA inh	RGS4 inhibitor	USP1 inh	GRP78 ERSR act	Vif-A3G inh	mIDH1 inhibitor	rTrxR1 inhibitor
CCc1nc2nc(C)c(NS(=O)(=O)c3ccc(F)cc3)c(=O)n2[nH]1	6%[57.1 µM]	4%	-5	23%	-3%	-3%	1%	-7%	9%[57.1 µM]
Cc1ccccc1Nc1nc(N)nc(CN2C(=O)NC3(CCCCC3C)C2=O)n1 (stereo not given)	-2%[57.1 µM]	-3%	1	-10%	-8%	-3%	-1%	-2%	22%[57.1 µM]

# Following part:
# Values in the order: TrxR1 substrate | Vif-APOBEC3F blk | LDHA inh | RGS4 inhibitor | USP1 inh | GRP78 ERSR act | Vif-A3G inh | mIDH1 inhibitor | rTrxR1 inhibitor
CC1=C(C(N)=O)C(c2ccc(Br)cc2)n2nc(CCCO)nc2N1 (stereo not given)
    5% | ? | -2 | 6% | -7% | -2% | -4% | 0% | 8%
CCNC(=S)N/N=C/c1sc(N2CCCCC2)nc1-c1cccs1
    6%[57.1 µM] | ? | -17 | 9% | ? | 4% | -1% | -9% | 21%[57.1 µM]
COc1ccccc1CNC(=O)CCc1c(C)nc2c(c(C)nn2-c2ccc(C)c(C)c2)c1C
    18% | 0% | -4 | 27% | -10% | -4% | 4% | -1% | -2%
COCCSc1nnc(NC(=O)Cc2cccs2)s1
    -7% | 0% | 4 | -22% | -1% | 0% | 1% | 6% | 2%
CCc1ccccc1OCC(=O)Nc1ccc(S(=O)(=O)Nc2nc(C)cc(C)n2)cc1
    -5% | 1% | 2 | 0% | -1% | -1% | -15% | -20% | 7%
CC(=O)Nc1ccc(NC(=O)c2ncoc2-c2ccco2)cc1
    -4%[57.1 µM] | -9% | -6 | 11% | 5% | 1% | 0% | -12% | -2%[57.1 µM]
O=C(CSc1nnc(Cn2c(=O)sc3ccccc32)n1-c1ccccc1)Nc1nccs1
    5%[57.1 µM] | -1% | -16 | -33% | -5% | 0% | -7% | -11% | 27%[57.1 µM]
Cc1ccccc1-c1nnc(SCC(=O)NC2CCCCC2)o1
    -2% | 2% | -3 | -14% | -22% | -2% | -5% | 11% | 10%
c1ccc(-c2nnc(SCC3CCCCO3)nc2-c2ccccc2)cc1 (stereo not given)
    4%[57.1 µM] | 3% | -2 | -6% | -12% | -3% | -7% | 17% | 22%[57.1 µM]
COc1ccc(CCNC(=O)c2ccc3c(c2)N(Cc2ccc(Cl)cc2)CCS3)c(OC)c1
    40%[activator] | -2% | -10 | 1% | -25% | -3% | 1% | -3% | 28%
CCCCN(C(=O)CSCc1c(C)noc1C)c1c(N)n(CCCC)c(=O)[nH]c1=O
    3% | 10% | -1 | 18% | -21% | -3% | -5% | 6% | 4%
Cc1cc(C)cc(NC(=O)C(c2ccccc2)N2CCN(CC(=O)N3CCCC3)CC2)c1 (stereo not given)
    3% | 3% | -3 | -22% | -15% | -2% | 1% | 2% | 6%
CCNC(=O)NC(=O)COC(=O)CCc1nc(=O)c2ccccc2n1C
    -2% | 11% | -6 | -4% | 2% | -3% | -2% | 2% | -2%
Cc1ccc(NC(=O)CCNS(=O)(=O)c2ccc3[nH]c(=O)oc3c2)cc1N(C)C
    1% | 6% | -3 | 2% | -21% | -5% | 1% | 0% | 4%
CC(C)C(=O)N1CCN(c2ccccc2NC(=S)NC(=O)c2ccco2)CC1
    -12% | -6% | 6 | -29% | -8% | 0% | -7% | 4% | -24%
Cc1cc(C)c(S(=O)(=O)Nc2ncn[nH]2)c(C)c1
    -1% | 1% | -1 | 15% | -16% | -8% | 2% | -3% | 16%
C=CCn1c(N)c(C(=O)NCc2cccnc2)sc1=S
    -4% | ? | -4 | -17% | 4% | -2% | -2% | 3% | 1%
CC(C)(C)c1ccc(-c2noc(CCC(=O)NCc3ccco3)n2)cc1
    -21%[57.1 µM] | -4% | 5 | -10% | -5% | -8% | -7% | 1% | -10%[57.1 µM]
Cc1ccc(S(=O)(=O)N2CCC(Oc3cccc(C(F)(F)F)c3)CC2)cc1
    4%[57.1 µM] | -1% | 4 | 4% | -27% | -3% | -2% | 2% | 33%
COc1cc(/C=C2/SC(=S)N(CC(=O)NNC(=O)c3ccc(F)cc3)C2=O)cc(OC)c1OC
    / | -5% | -8 | / | -6% | -2% | -1% | -3% | /
CCOc1ccccc1/C=C(/C#N)C(N)=O
    -4%[57.1 µM] | -4% | 0 | 2% | -18% | -4% | -1% | 0% | -6%

# Screening data as filed in PubChem.
